Assay outcomes (PubChem BioAssay)
Avidin fluor: green autofluorescence of compounds with avidin beads – biophysical, 488/530 nm, flow cytometry, artefact control, profiling panel; compound fluorescence 488/530 nm; active compounds read high; fluorescence (KMESF) at 10 µM; 220,000 compounds, 0.38% hits; AID 1775, 2009; in the data active = fluorescence above about 47; note: inactives centre near 10
Mcl1-Noxa inh: Mcl-1/Noxa binding inhibitors, primary screen, biochemical, TR-FRET, 1536-well | inhibition, % at 21.7 µM | TR-FRET Mcl-1/Noxa peptide binding, 2 h | 220,000 compounds, 1.5% hits | AID 1022, 2008 | Induced myeloid leukemia cell differentiation protein Mcl-1 (Homo sapiens), Q07820;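 active = compounds that cut the protein-peptide binding signal by more than 50% relative to plate controls in a single-dose test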;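 note: His-tagged Mcl-1 with rhodamine Noxa BH3 peptide and terbium anti-His antibody; 0% = Mcl-1 plus Noxa peptide wells and 100% = peptide-only wells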
Target sequence (Q07820 whole entry, looked up): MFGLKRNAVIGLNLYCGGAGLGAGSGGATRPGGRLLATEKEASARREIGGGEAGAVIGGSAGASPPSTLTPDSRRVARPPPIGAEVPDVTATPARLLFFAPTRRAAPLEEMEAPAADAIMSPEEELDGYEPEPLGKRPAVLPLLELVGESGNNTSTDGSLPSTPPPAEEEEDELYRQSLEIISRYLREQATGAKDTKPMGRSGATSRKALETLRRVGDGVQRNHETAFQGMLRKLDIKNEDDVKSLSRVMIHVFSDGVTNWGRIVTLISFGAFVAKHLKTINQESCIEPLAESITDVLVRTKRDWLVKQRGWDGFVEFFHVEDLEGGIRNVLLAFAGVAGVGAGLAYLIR
HRas wt GTP bind: modulators of GTP binding to HRas wildtype, primary screen, biochemical, bead-based flow cytometry, multiplex; GST-Ras wt beads, Bodipy-FL-GTP binding; actives lie on both sides; AID 759, 2007; 190,000 compounds, 0.14% hits; GTP binding activity, % at 10 µM;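 active = GTP binding activity at least 20% away from the 100% baseline, either lowered as inhibitor or raised as activator; inconclusive = flagged as likely green fluorescent, judged across all proteins in the well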;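 note: 0% = unlabeled GTP competition control and 100% = no-compound control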
Target sequence (P01112 whole entry, looked up): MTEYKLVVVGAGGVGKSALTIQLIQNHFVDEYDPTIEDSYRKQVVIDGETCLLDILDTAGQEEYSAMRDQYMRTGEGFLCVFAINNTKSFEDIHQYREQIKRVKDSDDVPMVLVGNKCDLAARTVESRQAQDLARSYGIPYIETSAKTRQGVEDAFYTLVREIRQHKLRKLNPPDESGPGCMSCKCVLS
Pf gamet viab: late stage P. falciparum gametocyte viability inhibitors, primary screen, ATP luminescence, HTS. P. falciparum stage V gametocytes, 24 h. inhibition, % at 10.9 µM. 150,000 compounds, 0.065% hits. AID 743093, 2013;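 active = inhibition above the mean plus 3 SD of compounds within the control limits, set per campaign, cut at about 38% in these data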;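 note: 0% = DMSO wells and 100% = medium only without gametocytes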
Rab7 wt modul: modulators of GTP binding to Rab7, primary screen, biochemical, wildtype, multiplex bead flow cytometry; GTP binding activity (percent of control), % at 10 µM; 190,000 compounds, 0.055% hits; AID 758, 2007; GST-Rab7 beads, fluorescent GTP binding; actives lie on both sides; untreated = 100%, excess cold GTP = 0%; Rab7 GTPase wild type (dog), Bodipy-FL-GTP binding;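 active = fluorescent GTP binding to Rab7 beads changed by at least 20 points from the 100% baseline, either direction, mostly lower; inconclusive = compound itself probably fluorescent, or too few beads counted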;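 note: median green fluorescence of bound Bodipy-FL-GTP per Rab7 bead population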
Rab2A wt mod: modulators of GTP binding to Rab2A wildtype, primary screen, biochemical, dog, bead-based flow cytometry, multiplex; Ras-related protein Rab-2A (Canis lupus familiaris), P61105; GST-Rab2 wt beads, Bodipy-GTP binding; GTP binding activity, % at 10 µM; 190,000 compounds, 0.19% hits; AID 760, 2007;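 active = GTP binding activity at least 20 points away from 100%, either lowered or raised; inconclusive = signal likely due to the compound's own green fluorescence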;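 note: 0% = beads with excess unlabeled GTP and 100% = no-compound control corrected for plate trend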
Mcl1 Bid PPI: Mcl-1/Bid binding inhibitors, primary screen, biochemical, TR-FRET, 1536-well. Induced myeloid leukemia cell differentiation protein Mcl-1 (Homo sapiens), Q07820. TR-FRET Mcl-1/Bid-Dy647 peptide binding. inhibition, % at 21.7 µM. 220,000 compounds, 0.97% hits. AID 1021, 2008;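 active = compounds that cut the binding signal by more than half at the single screening dose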;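 note: His-tagged Mcl-1 with europium anti-His antibody binding Bid BH3 peptide; 0% = Mcl-1 plus peptide wells and 100% = peptide-only wells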
Rac1 wt modul: wildtype Rac1 GTP binding modulators, primary screen, biochemical, GST-Rac1 beads, flow cytometry, multiplex; fluorescent GTP binding; actives lie on both sides; 0 = cold GTP competed, 100 = untreated; 190,000 compounds, 0.27% hits; GTP binding activity (% of control), % at 10 µM; Ras-related C3 botulinum toxin substrate 1 (Homo sapiens), P63000;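 active = GTP binding activity at least 20 points away from the 100% control level, either lower or higher; inconclusive = compound flagged as likely green fluorescent, judged across all proteins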
Rac1 act GTP bind: GTP binding modulators of activated mutant Rac1, primary screen, biochemical, bead-based flow cytometry, multiplex, fluorescent GTP | GST-Rac1 activated beads; actives lie on both sides; 100% means binding = to untreated wells | 190,000 compounds, 0.11% hits | percent activity (GTP binding), % at 10 µM;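 active = GTP binding at least 20 percentage points away from the 100% baseline, in either direction, so actives lie on both sides; inconclusive = Compound likely fluorescent itself, or too few beads counted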
Bim-Mcl-1: inhibitors of Bim peptide binding to Mcl-1, primary screen, biochemical, bead-based flow cytometry, multiplex; Induced myeloid leukemia cell differentiation protein Mcl-1 (Homo sapiens), Q07820; inhibition, % at 10 µM; 190,000 compounds, 0.1% hits; Bim peptide-Mcl-1 binding; in the data active = inhibition above about 40%;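 note: 0% = no compound tracer wells and 100% = peptide blocker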
Cdc42 wt GTP: modulators of GTP binding to wildtype Cdc42, primary screen, biochemical, multiplex bead flow cytometry, Bodipy-GTP; Cell division control protein 42 homolog (Homo sapiens), P60953; GST-Cdc42 beads; actives lie on both sides; percent activity (GTP binding), % at 10 µM; 190,000 compounds, 0.2% hits; AID 761, 2007;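 active = percent activity GTP binding at least 20 points away from the 100% baseline, either down as inhibitor or up as activator; inconclusive = compound flagged as likely green fluorescent from well-wide comparison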;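 note: median bead fluorescence of bound Bodipy-FL-GTP at 100 nM; 0% = excess unlabeled GTP control and 100% = no compound control; below 100% means less GTP binding so inhibitor and above means activator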
Target sequence (P60953 whole entry, looked up): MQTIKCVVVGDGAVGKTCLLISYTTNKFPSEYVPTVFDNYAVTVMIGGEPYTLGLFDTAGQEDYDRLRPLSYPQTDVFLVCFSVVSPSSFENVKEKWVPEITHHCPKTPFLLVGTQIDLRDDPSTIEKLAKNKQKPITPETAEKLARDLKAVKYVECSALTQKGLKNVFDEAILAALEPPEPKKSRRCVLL
Starred values were filed as active, the others as inactive; ? = inconclusive; nt = no result given.

SMILES	Avidin fluor	Mcl1-Noxa inh	HRas wt GTP bind	Pf gamet viab	Rab7 wt modul	Rab2A wt mod	Mcl1 Bid PPI	Rac1 wt modul	Rac1 act GTP bind	Bim-Mcl-1	Cdc42 wt GTP
Cc1ccc2c(c1)N(CCCC(=O)NCCC1=CCCCC1)C(=O)CO2	16	23	102	nt	103	102	-16	97	96	1	99
Cc1nnc2sc(-c3ccncc3)nn12	13	11	105	nt	102	104	-32	107	100	-2	108
COC(=O)CSC1=NS(=O)(=O)c2ccccc21	7	28	98	nt	98	99	0	100	98	0	98
CC1=CC=CN2C1=NC(=O)CC2(C)C(=O)N(CC(=O)NC1CCCC1)c1ccccc1C (configuration not stated)	9	8	99	-14	104	101	51*	100	99	0	101
COc1ccc(S(=O)(=O)N2CCOCC2)cc1NC(=O)CCc1c[nH]c2ccccc12	10	16	97	25	93	94	-31	102	97	-4	97
COCC(=O)Nc1ccc(-c2cn3cccnc3n2)cc1	34	1	97	nt	96	96	-27	93	95	1	98
CC1=CC(=NOC(=O)c2cccc([N+](=O)[O-])c2)C=C(C)C1=O	37	5	101	-3	101	102	-18	102	99	-4	103
CCCn1c(SCC(=O)NCc2cccs2)nc2c1c(=O)n(C)c(=O)n2C	6	10	100	-5	101	101	-4	104	99	-1	101
CCC(=O)N1CCc2cc(S(=O)(=O)NCCN3CCC(C)CC3)ccc21	39	23	100	16	101	101	1	101	100	0	102
CCOc1ccc(NC(=S)N(CCc2c(C)[nH]c3ccc(C)cc23)Cc2ccncc2)cc1	nt	-19	102	nt	98	99	-22	107	100	-3	106
Cc1ccc(CNC(=O)CSc2nc3ccsc3c(=O)n2Cc2ccccn2)cc1	10	12	96	7	96	98	-20	96	96	-2	97
Cc1c2c(n3c(nc4ccccc43)c1C#N)N(CCN(C)C)CC2	13	13	101	-13	105	102	-27	101	99	-5	101
Nc1ccc2nc(C3CCCCC3)[nH]c2c1	11	28	96	9	97	95	-28	98	96	0	93
C=CCNC(=S)NNC(=O)CCC(O)CCCCC (configuration not stated)	25	18	103	nt	101	102	-58	104	98	0	104
COC(=O)c1ccc(-c2nc3ccc(C)cc3o2)cc1	9	-5	100	4	102	97	7	99	99	2	98
C=CCn1c(SCc2ccc(C#N)cc2)nnc1-c1ccc(C)cc1	36	1	103	nt	102	101	-19	105	100	0	104
O=S(=O)(c1cnc[nH]1)N1CCCCCC1	27	13	103	nt	99	101	-1	108	102	-2	103
CCOC(=O)C1CCCN(C(=O)c2cnn3c(C(F)(F)F)cc(-c4ccccc4)nc23)C1 (configuration not stated)	13	-8	98	nt	97	96	-3	95	93	0	96
COC(=O)c1sc2ncccc2c1OCc1ccc(Cl)cc1	8	5	98	nt	98	99	6	99	98	-4	100
CCc1ccc(N2CC(C(=O)N/N=C/c3cccc([N+](=O)[O-])c3)CC2=O)cc1 (configuration not stated)	12	0	99	nt	96	95	-19	103	98	-2	98
S=c1[nH]nc(-c2ccccn2)n1/N=C/c1cccc2ccccc12	12	31	101	2	98	99	-63	102	99	-7	101
Cc1[nH]n(C(N)=S)c(=O)c1C(c1ccccc1)C(C#N)C#N (configuration not stated)	12	-21	97	-13	92	96	-53	96	95	-1	95
CCS(=O)(=O)NC(C)C(c1cccs1)N1CCN(C)CC1 (configuration not stated)	19	-7	99	nt	101	98	-29	103	99	-5	97
Cc1sc2nc(C3CC3)nc(SCC(=O)NCc3ccco3)c2c1C	8	-23	99	23	98	98	-17	100	98	5	100
O=C(O)CSc1c[nH]c2ccccc12	7	10	101	nt	100	100	-62	105	103	-3	105
Cc1c(Cl)cccc1-n1c(SCC(=O)N(C)Cc2ccccc2)nnc1-c1ccncc1	30	1	100	-19	103	102	4	104	99	-9	102
C=CCNC(=O)CCCOc1ccc(C)cc1	21	7	104	-11	101	104	-2	108	101	-2	108
CN(C)CCCN(C(=O)CCSc1ccccc1)c1nc2cc3c(cc2s1)OCO3	9	25	100	-39	103	97	0	102	97	0	99
CSc1ncccc1C(=O)NCCc1ccccc1	10	7	98	14	96	95	-11	97	95	0	96
COc1ccc(-n2c(=S)[nH]c3cc(C(=O)NC4CCCCC4)ccc3c2=O)c(OC)c1	5	4	98	17	96	97	-77	97	96	-49	96
CC(C)NC(=O)CCCC(=O)NC(C)C	16	1	99	9	95	98	-13	101	100	-1	103
C=CCn1c(N)c(C(=O)NC2CCCCC2)sc1=S	8	3	102	14	104	102	-8	106	99	-2	104
COc1ccccc1/C=C/C(=O)OCC(=O)c1c(N)n(C)c(=O)n(C)c1=O	16	-141	97	1	93	96	-13	98	97	-2	98
Cc1[nH]c(=S)c(C#N)c(C)c1C(=O)Nc1ccccc1	13	23	101	-11	103	100	-82	104	98	-3	102
O=S(=O)(NCC1CCCO1)c1ccc(Cl)c(C(F)(F)F)c1 (configuration not stated)	9	14	101	-2	104	102	1	103	98	0	101
CC1(C)Cc2ccccc2-c2nc3n(c(=O)c21)CCS3	13	2	98	-6	100	99	-5	102	93	-1	99
CCCOC(=O)/C(=C\C=C\c1ccco1)NC(=O)c1ccccc1	5	10	95	nt	95	96	-15	100	95	-1	95
CCS(=O)(=O)N1CCC(C(=O)NC2CCCCCCC2)CC1	16	-11	100	nt	102	98	0	106	99	-1	101
Cn1c(=O)oc2cc(S(=O)(=O)N3CCCC(C(=O)NCc4cccs4)C3)ccc21 (configuration not stated)	5	3	99	nt	97	100	-29	101	97	1	99
COc1cc(C(=O)N/N=C(\c2ccccc2)c2ccccn2)cc(OC)c1OC	17	-68	98	-3	98	98	-121	103	101	-1	100
Cn1c(COc2ccc(Cl)cc2)nnc1SCC(=O)Nc1ccc2c(c1)CCC2	11	8	98	nt	100	96	-5	98	98	-7	96
COc1ccccc1OCC(O)CN1C(=O)NC(C)(C)C1=O (configuration not stated)	4	9	97	nt	97	99	-10	96	96	12	97
CC1CN(C)C(C)c2c1oc1ccc([N+](=O)[O-])cc21 (configuration not stated)	9	-1	95	-20	93	98	-14	97	94	1	93
O=C1COc2ccc(N3C(=O)C=CC3=O)cc2N1	9	57*	95	nt	95	96	-35	97	95	-3	95
CN(C)C(=O)NC(O)C(Cl)Cl (configuration not stated)	15	11	103	nt	102	101	-25	101	98	-1	102
C=CCn1c(Cc2ccc(OC)cc2)nnc1SCC(N)=O	11	-8	103	nt	100	104	3	101	101	-3	104
O=C1CC(c2ccccc2)CC2=C1C=Nc1ccccc1N2 (configuration not stated)	12	10	103	27	111	102	-18	103	98	-3	97
CCOC(=O)/C=C1\NC(=O)CS1	36	5	107	nt	102	105	-8	108	101	0	108
COc1ccc(/C=C/c2cc(-c3ccc(C)cc3)o[n+]2C)cc1	18	8	100	nt	99	98	-6	100	97	0	100
COc1ccc(C(=O)N/N=c2\oc3ccccc3cc2C(N)=O)cc1	7	18	?	nt	?	?	-1	?	?	8	?
CN(C)c1ccnc(-n2cccc2/C=N/OCc2cccc(F)c2)c1C#N	11	-18	103	2	103	100	-18	105	94	1	99
CSc1ccc(/C=N\NC(=O)CNc2ccc(C)cc2)cc1	7	-4	105	5	104	105	-80	112	104	4	106
Cc1cccc(NC(=O)C2CCCC2)c1	5	-19	100	16	104	101	-14	103	98	1	99
COc1ccc(Cn2nnnc2C(c2cc3ccc(OC)cc3[nH]c2=O)N2CCCCCC2)cc1 (configuration not stated)	35	14	98	nt	99	94	-1	97	94	1	97

Twelve entries from above, in markdown.
| structure | Avidin fluor | Mcl1-Noxa inh | HRas wt GTP bind | Pf gamet viab | Rab7 wt modul | Rab2A wt mod | Mcl1 Bid PPI | Rac1 wt modul | Rac1 act GTP bind | Bim-Mcl-1 | Cdc42 wt GTP |
| --- | --- | --- | --- | --- | --- | --- | --- | --- | --- | --- | --- |
| CC1CN(C)C(C)c2c1oc1ccc([N+](=O)[O-])cc21 (configuration not stated) | 9 | -1 | 95 | -20 | 93 | 98 | -14 | 97 | 94 | 1 | 93 |
| O=C1COc2ccc(N3C(=O)C=CC3=O)cc2N1 | 9 | 57* | 95 | nt | 95 | 96 | -35 | 97 | 95 | -3 | 95 |
| CN(C)C(=O)NC(O)C(Cl)Cl (configuration not stated) | 15 | 11 | 103 | nt | 102 | 101 | -25 | 101 | 98 | -1 | 102 |
| C=CCn1c(Cc2ccc(OC)cc2)nnc1SCC(N)=O | 11 | -8 | 103 | nt | 100 | 104 | 3 | 101 | 101 | -3 | 104 |
| O=C1CC(c2ccccc2)CC2=C1C=Nc1ccccc1N2 (configuration not stated) | 12 | 10 | 103 | 27 | 111 | 102 | -18 | 103 | 98 | -3 | 97 |
| CCOC(=O)/C=C1\NC(=O)CS1 | 36 | 5 | 107 | nt | 102 | 105 | -8 | 108 | 101 | 0 | 108 |
| COc1ccc(/C=C/c2cc(-c3ccc(C)cc3)o[n+]2C)cc1 | 18 | 8 | 100 | nt | 99 | 98 | -6 | 100 | 97 | 0 | 100 |
| COc1ccc(C(=O)N/N=c2\oc3ccccc3cc2C(N)=O)cc1 | 7 | 18 | ? | nt | ? | ? | -1 | ? | ? | 8 | ? |
| CN(C)c1ccnc(-n2cccc2/C=N/OCc2cccc(F)c2)c1C#N | 11 | -18 | 103 | 2 | 103 | 100 | -18 | 105 | 94 | 1 | 99 |
| CSc1ccc(/C=N\NC(=O)CNc2ccc(C)cc2)cc1 | 7 | -4 | 105 | 5 | 104 | 105 | -80 | 112 | 104 | 4 | 106 |
| Cc1cccc(NC(=O)C2CCCC2)c1 | 5 | -19 | 100 | 16 | 104 | 101 | -14 | 103 | 98 | 1 | 99 |
| COc1ccc(Cn2nnnc2C(c2cc3ccc(OC)cc3[nH]c2=O)N2CCCCCC2)cc1 (configuration not stated) | 35 | 14 | 98 | nt | 99 | 94 | -1 | 97 | 94 | 1 | 97 |
